From PubChem BioAssay
DAGLB inhibitor: diacylglycerol lipase beta (human) inhibition; AID 504411; Q8NCG7; inhibition, % at 5.17 µM; 0.059% of 340,000 active; HEK293T DAGLB membrane lysate, EnzChek fluorogenic substrate; in the data active = inhibition above about 34%;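 note: 0% = enzyme with vehicle and 100% = wells lacking enzyme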
Cardiac RTF inh: cardiac RTF calcium desensitization; 0.12% of 340,000 active; P19429+P45379; inhibition, % at 7.15 µM; IANBD-labeled cardiac RTF, Ca2+ fluorescence;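 active = inhibition above the mean inhibition of all tested compounds plus 3 SD, cut at about 17% in these data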;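 note: assay run at fixed EC70 calcium of 1.6 mM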
PvdQ inh: P. aeruginosa PvdQ acylase inhibition | purified PvdQ acylase, fluorescence plate reader | inhibition, % at 10 µM | 0.063% of 340,000 active | AID 488965; in the data active = inhibition above about 30%, passing the limit was not always enough;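 note: 0% = vehicle neutral wells and 100% = reference inhibitor wells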
NSD2 HMT inh: inhibitors of human histone methyltransferase NSD2 | inhibition, % at 12.5 µM | NSD2 peptide methylation, AlphaScreen, 120 min | 0.54% of 310,000 active | O96028; in the data active = inhibition above about 50%
PKA-R2B activ: activates the human PKA-R2B holoenzyme complex; P22694+P31323; PKA-R2B holoenzyme dissociation, Cy5-IP20 fluorescence polarization; R2B truncated from residue 108, S112A mutant; 0% DMSO only, 100% 113 µM cGMP; activation, % at 11.4 µM; 0.079% of 340,000 active;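 active = activation above a cutoff set at the mean over all compounds plus 3 SD, cut at about 18% in these data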;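 note: higher means more holoenzyme dissociation and a rise in polarization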
Target sequence (P31323 whole entry, looked up, other chains not shown, the tested form may be a part): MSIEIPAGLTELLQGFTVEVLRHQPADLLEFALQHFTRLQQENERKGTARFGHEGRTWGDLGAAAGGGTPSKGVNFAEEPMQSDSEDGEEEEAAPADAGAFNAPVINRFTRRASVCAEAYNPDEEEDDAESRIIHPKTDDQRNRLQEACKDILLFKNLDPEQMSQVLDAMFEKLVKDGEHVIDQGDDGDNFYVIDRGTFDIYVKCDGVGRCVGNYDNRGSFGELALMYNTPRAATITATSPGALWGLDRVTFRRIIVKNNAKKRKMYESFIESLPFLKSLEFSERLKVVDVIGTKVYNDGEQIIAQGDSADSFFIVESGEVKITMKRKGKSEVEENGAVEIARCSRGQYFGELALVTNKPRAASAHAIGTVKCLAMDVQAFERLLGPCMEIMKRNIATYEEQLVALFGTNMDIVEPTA
LANA DNA inh: KSHV C-LANA DNA binding inhibition; MBP-C-LANA/FAM-LBS DNA binding, fluorescence polarization; inhibition, % at 9 µM; 0.078% of 340,000 active; AID 504423;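 active = highest replicate inhibition at or above 60% at 9 µM, even if other replicates fall short; inactive = all replicates below 60% inhibition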;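 note: 0% = neutral control wells and 100% = 4 µM acridine orange control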
SR-BI DiI-HDL act: activators of SR-BI mediated HDL lipid uptake; activation, % at 12.5 µM; 0.096% of 320,000 active; CHO ldlA[mSR-BI] cells, DiI-HDL uptake fluorescence, 3 h; 100 = double the neutral-control signal;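 active = mean replicate activation of at least 60% and every replicate at or above 60%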;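 note: 0% = median plate neutral-control signal and 100% = twice that signal; values of inactives mirror those of a sister screen read the other way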
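Assay system: LDL receptor-deficient CHO ldlA cells overexpressing murine SR-BI / Medium: BSA-supplemented, HEPES-buffered Ham's F12, pH 7.4 / Probe or stimulus: DiI-labelled HDL at 10 µg/mL final / Timing: compound with DiI-HDL co-incubation, 3 h at 37 °C / Technique: bottom-read cell fluorescence after medium removal, ex 550/em 595 nm / Measure: HDL uptake via cellular fluorescence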
Arr AP2 block: inhibitors of human beta-arrestin and AP2 interaction; inhibition, % at 10 µM; 0.31% of 340,000 active; FITC-arrestin peptide / GST-AP2 beads, flow cytometry; AP2 beta2 appendage carries R879A mutation; AID 504490;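 active = inhibition above a set limit, near 3 SD of compounds lacking own fluorescence, cut at about 54% in these data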;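 note: plate controls were DMSO wells for no effect and 5 µM unlabelled arrestin peptide for full effect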
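System: GST-tagged AP2 beta2-adaptin appendage (R879A) on 4 µm glutathione beads / Reagent: FITC-arrestin peptide, 50 nM / Detection: HyperCyt-sampled flow cytometry, FL1 channel, ex 488/em 535 nm / Timing: 12 min plus 1 h, RT / Buffer or medium: PBS plus Tween 20 (0.05%) and BSA (0.1%)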
SR-BI DiI inh: mouse SR-BI HDL lipid transfer inhibition; Q61009; ldlA[mSR-BI] CHO cells, DiI-HDL uptake fluorescence, 3 h; inhibition, % at 12.5 µM; 0.96% of 320,000 active;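 active = mean replicate inhibition of at least 70% and a set share of replicates each scoring 70 or more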;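 note: 0% = median of neutral control wells and 100% = median of positive control wells; values of inactives mirror those of a sister screen read the other way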
Target sequence (Q61009 whole entry, looked up): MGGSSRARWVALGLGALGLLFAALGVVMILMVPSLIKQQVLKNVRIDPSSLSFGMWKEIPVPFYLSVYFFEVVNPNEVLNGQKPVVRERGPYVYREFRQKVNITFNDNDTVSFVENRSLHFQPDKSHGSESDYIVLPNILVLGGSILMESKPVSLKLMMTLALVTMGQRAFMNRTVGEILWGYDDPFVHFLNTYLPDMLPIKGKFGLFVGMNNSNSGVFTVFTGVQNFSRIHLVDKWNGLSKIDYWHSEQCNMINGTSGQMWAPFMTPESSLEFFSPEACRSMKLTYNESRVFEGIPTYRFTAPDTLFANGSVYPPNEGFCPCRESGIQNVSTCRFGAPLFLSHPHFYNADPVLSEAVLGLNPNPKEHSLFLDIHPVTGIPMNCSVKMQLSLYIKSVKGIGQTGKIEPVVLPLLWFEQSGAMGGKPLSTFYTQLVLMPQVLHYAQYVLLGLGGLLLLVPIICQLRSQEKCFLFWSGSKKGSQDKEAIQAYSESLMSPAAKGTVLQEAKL
Keap1 Nrf2 FP: disrupts human Keap1 binding to Nrf2 peptide | Q14145 | Keap1 Kelch-Nrf2 peptide fluorescence polarization, 1536-well | inhibition, % at 9.4 µM | 0.15% of 340,000 active | AID 504523; in the data active = inhibition above about 12%;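 note: human Keap1 Kelch domain with fluorescein labeled Nrf2 9mer peptide probe; 0% = neutral control wells and 100% = peptide positive control; higher means more block of Keap1 binding to Nrf2 peptide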
An asterisk follows results filed as active; nt = no result given; & = joins results of further samples.

SMILES	DAGLB inhibitor	Cardiac RTF inh	PvdQ inh	NSD2 HMT inh	PKA-R2B activ	LANA DNA inh	SR-BI DiI-HDL act	Arr AP2 block	SR-BI DiI inh	Keap1 Nrf2 FP
CCN(CC(=O)Nc1c(F)cccc1F)C(=O)c1ccc(S(=O)(=O)N2CCC(C)CC2)cc1	-1	0	-17	1	-6	-0.4	11	-6	-11	0
CC1(C)OC(=O)C(=CNc2cccc(C(=O)O)c2)C(=O)O1	2	3	12	nt	-3	0.6	34	-2	-34	-6
O=C(CCCSc1nnc(-c2cccs2)n1CC1CCCO1)c1ccccc1 (configuration not stated)	2	-3	-10	10	-4	0.2	-10	-16	10	-1
CN(/N=C/c1cc(Cl)ccc1O)C1=NS(=O)(=O)c2ccccc21	1	1	7	-1	5	0.3	-26	30	26	3
CC1Nc2nc(NC(=O)C(C)(C)C)[nH]c(=O)c2N(C)C1C (configuration not stated)	0	-11	-9	-3	7	-6.9	-1	9	1	-3
Cc1ccc(C2CC(c3ccccc3)=NN2C(=S)Nc2ccccc2)o1 (configuration not stated)	-7	-2	-8	6	-2	0.0	-32	5	32	-4
C[C@H](CO)N1C[C@H](C)[C@H](CN(C)Cc2ccc(-c3ccccc3)cc2)Oc2ccc(NS(=O)(=O)c3ccccc3)cc2CC1=O	-3	-5	-7	nt	-4	0.2	53	-5	-53	-2
Cc1ccccc1C(=O)N1CCc2cc(-c3csc(NC(=O)CN4CCCC4)n3)ccc21	-2	2	7	0	-1	-0.4	-50	28	50	-3
CCOCCCNC(=O)c1ccc(N2CCCC2)c(NS(=O)(=O)c2ccc(C)cc2)c1	-1	3	-13	-8	3	1.0	-15	-17	15	4
C[C@@H]1CCCCCCCCCCC1=O	-3	-6	-8	-1	0	-1.5	9	4	-9	-6
CCN(C[C@H]1N[C@@](CC)(C(=O)OC)[C@H]2C(=O)N(C)C(=O)[C@@H]12)C(=O)Nc1ccccc1	2	-7	-2	nt	-2	-2.2	11	-8	-11	-2
O=C(c1cc2ccccc2[nH]1)N1O[C@@H]2C=C[C@H]1C2	2	-6	-4	nt	-1	0.2	-2	-3	2	1
CCCCNC(=O)Nc1ccon1	1	5	-8	-2	4	1.4	4	1	-4	-3
Cc1onc(-c2ccccc2Cl)c1C(=O)Nc1ccc(S(=O)(=O)N2CCCC2)cc1	-2	-3	7	nt	-10	-0.3	-18	9	18	-4
Cc1ccc(SCC(=O)NNC(=O)c2cncc(Br)c2)cc1	0	-4	-12	0	-5	-3.2	-25	-3	25	-9
Cc1ccc(CN(CC2CCCO2)C(=O)CN2C(=O)C(C(C)C)Oc3ccccc32)o1 (configuration not stated)	-3	-4	-13	5	1	0.0	-2	4	2	-8
Cc1cc(C)c2oc(C(=O)Nc3ccc(S(=O)(=O)Nc4nccc(C)n4)cc3)cc(=O)c2c1	2	-7	-4	2	-7	-0.7	-9	27	9	5
O=C1CN(C(=O)c2cccc(F)c2)C(c2ccc(F)cc2)c2cc(F)ccc2N1 (configuration not stated)	-1	-3	-11	-1	1	-0.7	5	-11	-5	1
CC(=O)C1=C(O)CCCC1=NCc1nc2ccccc2[nH]1	-2	-7	-18	nt	-11	0.7	-12	-1	12	-4
O=C(Nc1cccc(S(=O)(=O)NC2=NCCC2)c1)c1c(F)cccc1Cl	0	-2	-4	0	-4	-2.7	-2	-14	2	-2

Three entries from above, comma-delimited.
structure,DAGLB inhibitor,Cardiac RTF inh,PvdQ inh,NSD2 HMT inh,PKA-R2B activ,LANA DNA inh,SR-BI DiI-HDL act,Arr AP2 block,SR-BI DiI inh,Keap1 Nrf2 FP
Cc1onc(-c2ccccc2Cl)c1C(=O)Nc1ccc(S(=O)(=O)N2CCCC2)cc1,-2,-3,7,nt,-10,-0.3,-18,9,18,-4
CCOCCCNC(=O)c1ccc(N2CCCC2)c(NS(=O)(=O)c2ccc(C)cc2)c1,-1,3,-13,-8,3,1.0,-15,-17,15,4
CC1(C)OC(=O)C(=CNc2cccc(C(=O)O)c2)C(=O)O1,2,3,12,nt,-3,0.6,34,-2,-34,-6

Back to the main list; the two compounds before the break are reprinted first.
SMILES	DAGLB inhibitor	Cardiac RTF inh	PvdQ inh	NSD2 HMT inh	PKA-R2B activ	LANA DNA inh	SR-BI DiI-HDL act	Arr AP2 block	SR-BI DiI inh	Keap1 Nrf2 FP
CC(=O)C1=C(O)CCCC1=NCc1nc2ccccc2[nH]1	-2	-7	-18	nt	-11	0.7	-12	-1	12	-4
O=C(Nc1cccc(S(=O)(=O)NC2=NCCC2)c1)c1c(F)cccc1Cl	0	-2	-4	0	-4	-2.7	-2	-14	2	-2
CC(C)c1ccc(NC(=O)CSc2nnc(-c3ccccn3)n2C)cc1	-1	5	-20	0	-5	0.6	9	-4	-9	-7
Cc1ccc(C(=O)O)cc1NC(=O)c1ccc2c(c1)C(=O)N(c1ccc([N+](=O)[O-])cc1)C2=O	-2	-4	-12	29	-6	-1.3	0	-14	0	-1
CN1CCN(c2ccc([N+](=O)[O-])cc2C(=O)Nc2ccccc2)CC1	-2	-8	5	nt	1	4.2	3	21	-3	-5
CCOC(=O)c1cc2cc3ccccc3cc2[nH]1	-4	-8	-10	2	1	0.2	-20	2	23	1
CNC(=O)NC(=S)NC(=O)c1ccccc1Cl	-1	-6	8	-2	3	-0.7	28	-1	-28	-3
CC1CCN(C(=O)COC(=O)c2cccc(NS(=O)(=O)c3ccccc3)c2)CC1	-1	-14	-13	0	-4	0.2	nt	-11	nt	-4
CC(=O)NCCC(=O)N1CCc2c([nH]c3ccccc23)C1c1cccc(Cl)c1 (configuration not stated)	1	-3	-13	2	-4	1.6	-68	5	68	-3
N#CC(C(=O)NC1CCCCC1)=C1CCCCC1	0	-7	1	0	-13	0.9	47	-10	-47	3
CN(Cc1ncc[nH]1)C(=O)c1cc(COc2c(F)cccc2F)on1	3	-7	-4	-3	-1	-1.9	-5	4	5	-5
CCc1nn(CC(=O)N2CCN(CC)CC2)c(=O)c2cc3sccc3n12	4	-6	9	nt	-14	-1.5	-18	11	18	0
O=C(N/N=C/c1cc(Br)cc([N+](=O)[O-])c1O)c1ccc(NC(=O)c2ccc(F)cc2)cc1	17	-1	-11	4	-6	1.1	-15	10	15	1
CCOC(=O)C1=C(Cc2ccc(Cl)cc2)C(=O)c2ccccc2C1=O	5	-10	-1	nt	-2	-1.2	-31	14	31	1
O=C(NCc1ccc(F)cc1)c1cccc2c1C(=O)c1ccc(N3CCOCC3)cc1S2(=O)=O	-1	-6	4	nt	6	15	-9	-2	9	1
CC(C)CCNC(=O)C1CCCN(S(=O)(=O)c2ccc(-n3cnnn3)cc2)C1 (configuration not stated)	-5	5	0	-6	0	0.1	-7	3	7	-2
COc1ccc(/C=N/n2cnnc2)cc1COc1ccccn1	-1	0	-9	2	0	0.7	29	0	-29	-3
CCC(=O)N1c2ccc(S(=O)(=O)CCC(=O)NCc3cccs3)cc2CC1C (configuration not stated)	2	4	2	-7	-17	0.3	4	-10	-4	-5
O=C(c1cccc(-c2nnc(-c3ccccc3)o2)c1)N1CCCCCC1	1	-4	6	-2	-10	-2.1	-19	13	19	-2
CCOc1cccnc1Sc1ccccc1	-1	-2	-11	-4	8	0.3	-5	-12	5	2
CC(=O)c1cccc(NC(=O)CCC(=O)c2ccc(F)cc2)c1	-3	4	14	5	0	-0.5	8	7	-8	-7
CCCC(=O)Nc1nnc(SCC(=O)Nc2ccc3c(c2)OCCO3)s1	0	-12	-8	-5	11	-1.0	13	0	-13	2

Limited to Cardiac RTF inh, for some of the entries so far:
Molecule | Cardiac RTF inh
CN(Cc1ncc[nH]1)C(=O)c1cc(COc2c(F)cccc2F)on1 | -7
CCc1nn(CC(=O)N2CCN(CC)CC2)c(=O)c2cc3sccc3n12 | -6
O=C(N/N=C/c1cc(Br)cc([N+](=O)[O-])c1O)c1ccc(NC(=O)c2ccc(F)cc2)cc1 | -1
CCOC(=O)C1=C(Cc2ccc(Cl)cc2)C(=O)c2ccccc2C1=O | -10
O=C(NCc1ccc(F)cc1)c1cccc2c1C(=O)c1ccc(N3CCOCC3)cc1S2(=O)=O | -6

More entries
SMILES	DAGLB inhibitor	Cardiac RTF inh	PvdQ inh	NSD2 HMT inh	PKA-R2B activ	LANA DNA inh	SR-BI DiI-HDL act	Arr AP2 block	SR-BI DiI inh	Keap1 Nrf2 FP
Cc1ccc(-c2cc3nc4c(c(=O)n3[nH]2)CCCC4)cc1	0	-3	14	0	-5	17	14	5	-14	1
CCc1nnc(NS(=O)(=O)c2ccc(NC(=O)OC)cc2)s1	0	-3	-24	-6	-11	0.2	14	3	-14	-7
O=C(N=Nc1c(O)[nH]c2ccc(F)cc12)C1COc2ccccc2O1 (configuration not stated)	0	-3	-7	-4	14	-1.3	nt	5	nt	-3
CN(C)C(CNC(=O)c1ccc2ccccc2c1)c1ccco1 (configuration not stated)	2	6	-7	nt	-3	1.0	-14	-15	14	-2
CCOC(=O)C1=C(C)NC(SCC(N)=O)=C(C#N)C1c1ccncc1 (configuration not stated)	-4&1	-5&-3	-15&-14	2&1	-4&-6	-2.3&0.6	6&11	11&12	-6&-11	-9&-5
COc1ccc(CNC[C@@H](CCCCN(C)Cc2ccc(OC)cc2)N2C[C@H](c3ccccc3)N(CCc3ccc(Cl)c(Cl)c3)C(=O)C2=O)cc1	4	1	-6	nt	-5	0.0	21	-5	-21	-2
COc1cc2[nH]c(=S)nc(NCCC(C)C)c2cc1OC	2	-4	-12	2	-4	-0.6	-22	-12	22	-8
Cc1ccc(S(=O)(=O)N2CCC(C(=O)OCC(=O)N(C)C3CCS(=O)(=O)C3)CC2)cc1C (configuration not stated)	1	10	8	4	3	-1.2	20	16	-20	-1
COc1ccccc1NC(=O)Nc1nc(CC(=O)Nc2cc(F)ccc2F)cs1	7	-5	-11	2	1	-1.2	-97	-6	97*	-3
CCOc1ccc(CCNC(=O)c2cc3sc(Cl)cc3n2C)cc1OCC	-2	-23	5	-1	5	-0.4	-46	14	46	-2
CCOc1ccc(OCCC(=O)N(CCC(C)C)c2c(N)n(Cc3ccccc3)c(=O)[nH]c2=O)cc1	1	-6	4	-1	2	2.1	-16	13	16	-2
CCN1CCN(C(=O)C(C)Sc2nc3nc(C)cc(C)n3n2)CC1 (configuration not stated)	-1	0	-14	5	-5	0.3	-2	4	2	0
CCOC(=O)c1ccc(N2C(=O)CC(NC3CCN(C(=O)c4ccc(F)cc4)CC3)C2=O)cc1 (configuration not stated)	-2	-3	-10	11	1	2.8	nt	-2	nt	-4
Cc1ccccc1S(=O)(=O)NCc1cccnc1	-1	-5	-6	-2	-1	1.6	42	3	-42	1
